Screens from PubChem BioAssay.
Rac1 GTP hydrolysis – MgcRacGAP GTPase-activating activity inhibitors, confirmation, biochemical, ADP Hunter fluorescence | MgcRacGAP-stimulated Rac1 GTP hydrolysis, ADP Hunter fluorescence; higher % means a stronger effect; GST-tagged Rac1 F28L mutant substrate | one-dose inhibition, % at 30 µM; IC50 in µM for titrated hits | hit rate 0.6% among 340,000;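 active means first-screen hits whose inhibition reached a set limit at any dose in the follow-up dose series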;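 further: fluorescence reports GDP produced by GAP-driven GTP hydrolysis; strong numbers were not always called active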
NTR1 agonist – agonists of NTR1, primary screen, imaging, U2OS cells, beta-arrestin-GFP, high content (AID 493036) | hit rate 0.17% among 330,000 | P30989 | NTR1-U2OS beta-arrestin-GFP spot imaging, agonist mode | activation, % at 20 µM;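 active means activation at or above 40% of the spot to cytoplasm intensity ratio, with at least 20 cells analyzed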;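 further: 0% = DMSO without peptide and 100% = 100 nM NTR1 peptide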
Target sequence (P30989 whole entry, looked up): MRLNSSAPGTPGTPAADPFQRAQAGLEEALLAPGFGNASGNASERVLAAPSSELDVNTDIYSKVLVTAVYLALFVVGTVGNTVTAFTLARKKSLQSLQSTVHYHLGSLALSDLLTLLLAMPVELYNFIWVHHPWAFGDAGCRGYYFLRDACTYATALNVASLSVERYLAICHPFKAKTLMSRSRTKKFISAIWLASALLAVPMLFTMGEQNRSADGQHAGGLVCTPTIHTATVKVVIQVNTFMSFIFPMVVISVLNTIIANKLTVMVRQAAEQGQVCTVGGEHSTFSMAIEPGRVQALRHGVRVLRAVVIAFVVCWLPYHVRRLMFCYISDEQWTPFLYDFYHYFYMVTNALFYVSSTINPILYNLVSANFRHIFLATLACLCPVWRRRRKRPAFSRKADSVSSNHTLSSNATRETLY
Dengue-2 NS5 capping – Dengue-2 NS5 methyltransferase inhibitors, primary screen, biochemical, confirmation dose response (AID 588689); hit rate 0.3% among 340,000; one-dose inhibition, % at 25 µM; IC50 in µM for titrated hits; Dengue-2 NS5 methyltransferase capping enzyme assay, biochemical; higher % means a stronger effect; in the data active means a potency from the dose series
NTR1 agonist cell count 20 µM – second read-out of NTR1 agonist, no call of its own (marks repeat the call); cell count; measured here: cell count, cytotoxicity flag
Dengue-2 NS5 capping pilot replicate – further read-out of Dengue-2 NS5 capping, marked with its call; inhibition, %; measured here: pilot screen replicate inhibition
Active calls of the source: *. The list is partial, so the mix of outcomes need not match the whole.

SMILES	Rac1 GTP hydrolysis	NTR1 agonist	NTR1 agonist cell count 20 µM	Dengue-2 NS5 capping	others
Cc1ccc(C(=O)OCC(=O)NCCc2ccccc2)cc1C	3%	0.5	78	-6%
CN(C)c1cccc(C(=O)NNC(=O)C23CC4CC(CC(C4)C2)C3)c1	2%	4.1	50	-1%
Cc1ccc(NS(=O)(=O)c2ccc3c(c2)CCC(=O)N3)cc1	7%	1.6	56	0%
CCc1cccc(NC(=O)C2CCCN2S(=O)(=O)c2ccccc2C(F)(F)F)c1 (stereo not drawn)	4%	1.9	58	7%
Cc1ccc(NC(=O)CSc2nnc(C)n2C2CC2)cc1S(=O)(=O)N1CCOCC1	-3%	-1.4	53	10%
O=C(NC(CC1CCCCC1)C(=O)O)c1ccccc1 (stereo not drawn)	-1%	0.0	62	-7%
CCOc1ncccc1C(=O)Nc1ccc(C)c(S(=O)(=O)N2CCCCCC2)c1	4%	9.1	53	-6%
O=C(COC(=O)CNC(=O)c1ccccc1Cl)NC1CC1	5%	4.5	45	2%
COC(=O)[C@H](Cc1ccccc1)NC(=O)Cn1cnc2c(NCc3ccccc3)ncnc21	10%	1.3	59	1%
O=C(NNC(=O)c1cncc(Br)c1)c1ccncc1	-4%	0.4	66	-7%
CCOc1cc(N2CCOCC2)c(OCC)cc1NC(=O)CN1C(=O)NC2(CCCCC2C)C1=O (stereo not drawn)	5%	-0.5	64	-3%
CSc1ccc(/C=C/C(=O)OCC(=O)NC2CC2)cc1	6%	-1.2	102	-8%
O=C(/C=C/c1ccc(F)cc1)Nc1cccc(S(=O)(=O)N2CCOCC2)c1	4%	1.6	52	12%
Cc1ccc(C)c(OCC(=O)Nc2ccc(N3CCOCC3)cc2N2CCOCC2)c1	2%	-1.1	62	2%
COCCn1c(SCC(=O)Nc2ccc3c(c2)OCCO3)nnc1-c1ccncc1	-5%	-2.0	44	0%
CCN(C(=O)CSc1nc(C2CC2)n(-c2ccccc2)n1)C1CCS(=O)(=O)C1 (stereo not drawn)	6%	-0.5	66	-1%
COc1ccc(C(=O)OCC(=O)NC(=O)NC2CCCC2)cc1OC	4%	-2.1	49	-7%
Nc1ncnc2c1ncn2[C@@H]1O[C@H](CNC(=O)[C@@H](N)C2CCCCC2)[C@@H](O)[C@H]1O	6%	3.4	68	-4%	Dengue-2 NS5 capping pilot replicate=6.4
CC(Sc1ncn[nH]1)C(=O)Nc1cc(C(F)(F)F)ccc1Cl (stereo not drawn)	5%	0.2	50	-8%
Cc1c(C(=O)N2CCN(C(=O)c3ccccc3)CC2)oc2ccc(F)cc12	13%	0.6	80	-5%
O=C(COC(=O)c1ccc(Br)o1)Nc1ccc(Br)cc1	2%	1.7	54	-1%
CC1(c2ccc(Cl)cc2Cl)NC(=O)N(CC(=O)N2CCN(C(=O)c3ccco3)CC2)C1=O (stereo not drawn)	2%	0.6	53	-1%
Cc1nn(-c2ccccc2)c(C)c1C(=O)OCC(=O)Nc1cccc(S(N)(=O)=O)c1	5%	0.4	56	4%
Nn1c(SCC(=O)Nc2ccc(N3CCOCC3)cc2)nnc1-c1ccccc1F	7%	-1.1	54	5%
Cc1nc2ccc(NS(=O)(=O)c3c(F)cccc3F)cc2s1	-8%	2.9	55	-5%
O=C1OC[C@@H]2CCCN2C(=O)[C@@H](CC(=O)N(CCO)Cc2ccccc2)C/C=C\C[C@@H]1Cc1ccc(F)cc1	4%	0.2	64	1%
CCCCN(C(=O)CSc1nc(CCC)cc(=O)[nH]1)c1c(N)n(Cc2ccccc2)c(=O)[nH]c1=O	2%	-1.2	60	-2%
O=C(CSc1nc2ccccc2o1)NC1CCS(=O)(=O)C1 (stereo not drawn)	3%	0.5	61	5%
COc1ccc(CCNS(=O)(=O)c2ccc3c(c2)CCCC3)cc1OC	5%	-1.1	62	-4%
CN(c1ccc(OCC(=O)NC2CCC(O)CC2)cc1)S(=O)(=O)c1ccc(Cl)cc1 (stereo not drawn)	-2%	0.2	52	-6%
COc1cccc(N2CCN(CC(=O)Nc3ccc(S(=O)(=O)N4CCCCCC4)cc3)CC2)c1	-2%	1.8	66	-2%
CCC(C)Sc1ccc(-c2nc3ccc(Cl)cn3c2NCc2ccccc2)cc1 (stereo not drawn)	6%	0.5	53	2%
CN(CC(=O)Nc1ccccc1Cl)C(=O)C1CCN(C(=O)c2ccc(F)cc2)CC1	2%	-2.1	59	4%
CC[C@]12c3[nH]c4ccc(Cl)cc4c3CCN1C(=O)[C@@H](CC(=O)NCCCN(C)C)C[C@@H]2C(=O)N1CCN(C(=O)C2CC2)CC1	5%	-1.2	81	5%	Dengue-2 NS5 capping pilot replicate=-0.6
Cc1ccc(S(=O)(=O)NC2CCCCC2)cc1	6%	1.7	42	-1%
NC(=O)c1ccsc1NC(=O)CSc1nncs1	4%	0.5	62	5%
Cc1cccc(NC(=O)COC(=O)c2ccc(C)c(S(=O)(=O)N3CCCCC3)c2)c1	1%	3.3	60	-4%
CC(OC(=O)c1ccc(Cl)nc1)C(=O)Nc1ccc2c(c1)OCO2 (stereo not drawn)	4%	-2.3	44	7%
Cc1ccc(S(=O)(=O)NCC(=O)OCC(=O)Nc2cccc(S(=O)(=O)N3CCOCC3)c2)cc1	1%	1.2	66	4%
C[C@H]1CN([C@@H](C)CO)C(=O)c2cccc(NC(=O)C3CC3)c2O[C@H]1CN(C)CC1CCCCC1	3%	1.0	64	-10%
COC(=O)C1=C(C(=O)OC)[C@]2([C@H]3CCCCN[C@@H](Cc4ccccc4)C(=O)N3Cc3ccccc3)C=C[C@H]1O2	4%	-1.2	57	-9%
Cc1ccc(NC(=O)c2nc[nH]c2C(=O)NCCCCCCNC(=O)c2[nH]cnc2C(=O)Nc2ccc(C)cc2)cc1	5%	7.2	44	-4%
N#CCC(=O)Nc1ccc(C(=O)OCC(=O)c2ccc3c(c2)NC(=O)CO3)cc1	4%	1.4	70	-3%
CNS(=O)(=O)c1ccc(C(=O)NCC(=O)NC(C)c2cccs2)cc1 (stereo not drawn)	4%	-0.9	39	-8%
CCOC(=O)C1=C(C)N(C[C@@H]2CC[C@@H](Cc3ccc(-c4ccccc4)cc3)O2)C(=O)NC1c1cccc([N+](=O)[O-])c1 (stereo partly drawn)	6%	3.8	48	-2%	Dengue-2 NS5 capping pilot replicate=-1.8
COc1ccccc1CN(C)c1ccc(S(=O)(=O)N2CCN(C)CC2)cn1	11%	-2.5	52	-6%
N#Cc1ccc(OCC(=O)NNC(=S)NC(=O)C2CC2)cc1	12%	3.1	50	6%
CCN(c1ccccc1)S(=O)(=O)c1ccc(C(=O)NCc2ccco2)cc1	4%	1.6	53	0%
O=C(NCc1ccc(F)cc1)c1ccc(S(=O)(=O)N2CCCCC2)cc1	6%	-3.0	107	-4%
COc1ccc(C(=O)Nc2ccccc2N2CCOCC2)cc1S(=O)(=O)N1CCCC1	5%	1.3	43	-6%
O=C(/C=C/c1cc(Br)ccc1F)OCC(=O)N1CCOCC1	0%	-1.1	65	-11%
Cc1ccc(NC(=O)COC(=O)C2COc3ccccc3O2)cc1 (stereo not drawn)	2%	-1.7	60	7%
O=C(NCCCN1CCCC1=O)c1cc(-c2ccc(F)cc2)nc2ccccc12	0%	1.4	48	3%
O=S(=O)(c1ccc(OCc2ccc(Br)cc2)cc1)N1CCOCC1	3%	-0.8	49	-5%
O=C(COC(=O)Cc1c(F)cccc1Cl)Nc1ccc2[nH]c(=O)[nH]c2c1	12%	1.4	47	-7%
CC(C)C(NC(=O)c1ccc(F)cc1)C(=O)N1CCC1 (stereo not drawn)	-2%	2.5	63	-6%
Cc1ccc(CC(=O)OC(C)C(=O)NC2CCCCC2C)cc1C (stereo not drawn)	5%	-0.6	48	-5%
COc1ccccc1CNC(=O)COC(=O)CSc1ccc(C)c(C)c1	3%	-0.2	69	3%
Cc1cccc(C)c1NC(=O)CN1CCCC1	3%	-1.5	52	-2%
COc1cc(-c2nnc(SCC(=O)Nc3ccc(C(=O)O)cc3)o2)cc(OC)c1OC	3%	-1.8	50	13%

Sorted by length of the SMILES (ascending): part of the list above
SMILES	Rac1 GTP hydrolysis	NTR1 agonist	NTR1 agonist cell count 20 µM	Dengue-2 NS5 capping	others
Cc1ccc(S(=O)(=O)NC2CCCCC2)cc1	6%	1.7	42	-1%
CC(C)C(NC(=O)c1ccc(F)cc1)C(=O)N1CCC1 (stereo not drawn)	-2%	2.5	63	-6%
COc1ccc(CCNS(=O)(=O)c2ccc3c(c2)CCCC3)cc1OC	5%	-1.1	62	-4%
O=C(NCc1ccc(F)cc1)c1ccc(S(=O)(=O)N2CCCCC2)cc1	6%	-3.0	107	-4%
Nn1c(SCC(=O)Nc2ccc(N3CCOCC3)cc2)nnc1-c1ccccc1F	7%	-1.1	54	5%
Cc1c(C(=O)N2CCN(C(=O)c3ccccc3)CC2)oc2ccc(F)cc12	13%	0.6	80	-5%
Cc1ccc(NC(=O)CSc2nnc(C)n2C2CC2)cc1S(=O)(=O)N1CCOCC1	-3%	-1.4	53	10%
COC(=O)[C@H](Cc1ccccc1)NC(=O)Cn1cnc2c(NCc3ccccc3)ncnc21	10%	1.3	59	1%
CCCCN(C(=O)CSc1nc(CCC)cc(=O)[nH]1)c1c(N)n(Cc2ccccc2)c(=O)[nH]c1=O	2%	-1.2	60	-2%
C[C@H]1CN([C@@H](C)CO)C(=O)c2cccc(NC(=O)C3CC3)c2O[C@H]1CN(C)CC1CCCCC1	3%	1.0	64	-10%
O=C1OC[C@@H]2CCCN2C(=O)[C@@H](CC(=O)N(CCO)Cc2ccccc2)C/C=C\C[C@@H]1Cc1ccc(F)cc1	4%	0.2	64	1%
COC(=O)C1=C(C(=O)OC)[C@]2([C@H]3CCCCN[C@@H](Cc4ccccc4)C(=O)N3Cc3ccccc3)C=C[C@H]1O2	4%	-1.2	57	-9%

Other structures.
SMILES	Rac1 GTP hydrolysis	NTR1 agonist	NTR1 agonist cell count 20 µM	Dengue-2 NS5 capping	others
CC(C)(C)C(C(=O)Oc1ccccc1)c1ccccc1 (stereo not drawn)	4%	1.5	65	1%
COC(=O)CCN(Cc1cc(OC)ccc1OC)S(=O)(=O)c1ccccc1Br	7%	1.4	60	3%	Dengue-2 NS5 capping pilot replicate=-0.9
COC(=O)[C@]1(C)CCC[C@@]2(C)C3CC[C@@]4(C)C[C@]3(CCC21)CC(=O)N4C (stereo partly drawn)	-4%	-0.4	65	-12%
Cc1ccc(S(=O)(=O)NCC(=O)NCC(=O)NCCc2ccccc2F)cc1C	2%	-0.4	48	-12%
Cc1noc(C)c1COc1ccccc1C(=O)NC(C)c1ccc(Cl)cc1 (stereo not drawn)	4%	-1.9	94	1%
Cc1cc(NC(=O)COC(=O)c2c(C)c(C)c(C)c(C)c2C)no1	3%	2.8	51	-4%
Cc1noc(C)c1NC(=O)N(C)C[C@@H]1Oc2ccc(NC(=O)CCC(F)(F)F)cc2CC(=O)N([C@@H](C)CO)C[C@@H]1C	1%	-1.8	58	-4%
N#Cc1ccc(C2=CC(=O)C[C@H](c3ccc(Cl)cc3)C2)cc1	4%	1.8	52	-2%
C=CC[C@H](CC(=O)N(CCO)Cc1ccccc1)C(=O)N[C@H](COC(=O)[C@@H](CC=C)CC(=O)OC(C)(C)C)Cc1c[nH]c2ccccc12	8%	7.7	74	-10%
CC(=O)Nc1ccc(S(=O)(=O)Nc2nc3ccccc3nc2N2CCOCC2)cc1	1%	-0.7	52	-11%
O=C(COC(=O)c1ccc(F)cc1Cl)NC(=O)NC1CCCC1	1%	-2.5	65	-8%
C=CCn1c(SCC(=O)NCC(c2ccccc2)N(C)C)nnc1C1CCCCC1 (stereo not drawn)	0%	-0.4	52	-8%
CC1CCCCC1NC(=O)Cn1c(=O)cnc2ccccc21 (stereo not drawn)	1%	1.2	56	-3%
COc1cccc(NC(=O)C(C)Sc2nnc(C3CC3)n2C2CC2)c1 (stereo not drawn)	5%	-1.3	61	-8%
O=C(COC(=O)Cc1ccsc1)Nc1cccc(Cl)c1	0%	-1.3	53	-9%
CCC(=O)c1ccc(OCC(=O)OCC(=O)N2CCc3ccccc3C2)cc1	4%	1.4	73	-9%
COc1ccc(C(=O)OCc2c(-c3ccccc3)ncc3ccccc23)cc1	6%	3.1	63	-2%
COc1ccc(Cl)cc1C(=O)NNC(=O)CNC(=O)c1ccc(C)s1	2%	1.6	59	-1%
COc1ccc(NC(=O)COC(=O)c2ccc(OC)c(S(=O)(=O)N3CCCC3)c2)cc1OC	3%	0.7	48	-8%
O=C(Cc1c(F)cccc1Cl)NNC(=O)c1ccco1	7%	-1.4	59	4%
C=C1C(=O)O[C@@]23[C@H]1CC[C@@H](C)[C@@H]2CC[C@@]1(C)O[C@@H]31	6%	-0.9	40	-8%
COc1ccccc1S(=O)(=O)NCc1ccc(C(=O)NC2CCC(O)CC2)cc1 (stereo not drawn)	-1%	0.3	47	-7%
O=C(NCC1COc2ccccc2O1)c1ccc(Cl)c(S(=O)(=O)N2CCCC2)c1 (stereo not drawn)	4%	0.7	49	-1%
C[C@]12C(=O)N(c3ccccc3)C(=O)N1[C@H]1c3ccccc3OC[C@@H]1[C@H]2c1ccccc1	10%	0.0	57	2%
O=C(COC(=O)/C=C/c1cccc(C(F)(F)F)c1)NCc1cccs1	2%	1.2	54	3%
